# Compound activity as filed in PubChem.
# Hsp70 act = Hsp70 transcriptional activation, primary screen | 200,000 compounds, 0.04% hits | HeLa Hsp70 promoter luciferase reporter, luminescence; scaled: vehicle 0, proteasome-inhibitor control 100% | activation, % at 10 µM;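 active = activation above the mean across all tested compounds plus 3 SD, cutoff set per campaign, cut at about 5.5% in these data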;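 note: 100% = MG132 at 30 µM as the positive control and 0% = DMSO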
# STAT1 activator = STAT1 signaling activation; NIH 3T3 STAT1-luciferase reporter, IFN-gamma, luminescence; 100% = IFN-gamma alone, no compound; activation (% of control), % at 5.5 µM; 200,000 compounds, 2.6% hits;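 active = activation above the screen-wide mean activation plus 3 SD, cut at about 130% in these data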;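 note: raw ratio to IFN-gamma control signal so 100% means no change and 0% no light; values of inactives mirror those of a sister screen read the other way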
# APP transl inh = APP translation inhibition. SH-SY5Y APP 5'UTR-luciferase reporter, luminescence. inhibition, % at 2 µM. 190,000 compounds, 0.82% hits. AID 1285;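 active = inhibition above a set limit, derived from the sample mean plus 3 SD, cut at about 45% in these data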; note: values of inactives mirror those of a sister screen read the other way
# G6PDH CS = inhibits Leuconostoc G6PDH, flagging false hits in G6PDH-based assays; Purified L. mesenteroides G6PDH, diaphorase/resazurin coupled fluorescence, 45 min; inhibition, % at 5 µM; 200,000 compounds, 0.12% hits; AID 1020; in the data active = inhibition above about 50%
# Efa HMGR inh = blocks class II HMG-CoA reductase of Enterococcus faecalis. inhibition, % at 10 µM. 190,000 compounds, 0.41% hits. purified E. faecalis HMGR, NADPH absorbance 340 nm kinetic;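 active = inhibition above a set limit, the median over all tested compounds plus 3 SD, cut at about 9.5% in these data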;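 note: enzyme runs in reverse so mevalonate oxidation gives rising NADPH absorbance; 0% = complete reaction with DMSO and 100% = background rate lacking mevalonate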
# APP 5'UTR act = activates APP 5'UTR luciferase reporter. SH-SY5Y APP 5'UTR luciferase reporter, luminescence; zero percent = DMSO vehicle wells. activation, % at 2 µM. 190,000 compounds, 1% hits;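 active = activation above a set limit, based on mean plus 3 SD of controls, cut at about 140% in these data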; note: values of inactives mirror those of a sister screen read the other way
# FLuc stim CS = firefly luciferase counter-screen for stimulation assays; P08659; ATPlite luciferase biochemical, luminescence, 10 min; 0 = ATP-free wells, 1 = DMSO control; activation factor at 10 µM; 200,000 tested, under 10 active; AID 1027;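 active = luciferase activation factor, scaled between plate controls, of at least 2 with compound at 10 µM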
# Target sequence (P08659 whole entry, looked up): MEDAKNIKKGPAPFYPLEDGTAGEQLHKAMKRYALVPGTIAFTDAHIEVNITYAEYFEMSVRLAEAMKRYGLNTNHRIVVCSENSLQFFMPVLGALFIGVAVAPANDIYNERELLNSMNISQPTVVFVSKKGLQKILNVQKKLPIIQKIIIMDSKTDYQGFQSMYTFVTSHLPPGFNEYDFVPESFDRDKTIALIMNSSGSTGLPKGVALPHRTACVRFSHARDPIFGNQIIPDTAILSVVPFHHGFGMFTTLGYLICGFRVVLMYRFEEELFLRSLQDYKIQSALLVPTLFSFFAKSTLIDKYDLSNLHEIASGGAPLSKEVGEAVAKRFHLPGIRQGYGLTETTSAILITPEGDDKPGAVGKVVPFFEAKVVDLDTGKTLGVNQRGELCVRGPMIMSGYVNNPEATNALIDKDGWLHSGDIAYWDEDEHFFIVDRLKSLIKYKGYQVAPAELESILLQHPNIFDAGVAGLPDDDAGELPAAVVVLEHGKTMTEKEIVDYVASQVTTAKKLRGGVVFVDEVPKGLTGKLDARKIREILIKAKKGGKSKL
#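 System: cell-free luciferase reagent; medium: PBS as buffer for the ATP substrate; doses: test compounds dosed from 2 mM stocks in 100% DMSO; incubation: 10 min, room temperature; measured by: luminescence from luciferase reaction; read-out: luciferase activation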
# NF-kB neuron act = compounds increasing NF-kB expression in human neuronal cells | NF-kB reporter expression; active compounds read high | fold change at 12.5 µM | 190,000 compounds, 1.6% hits; in the data active = fold change above about 3.3
# FLuc inhib CS = counter-screen for luciferase assay inhibitors: firefly luciferase inhibition; 200,000 compounds, 1.5% hits; inhibition, % at 10 µM; P08659; ATPLite firefly luciferase biochemical luminescence, 10 min;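 active = inhibition above about 50% when tested at 10 µM, limit read from the data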
# Redox H2O2 prof = compounds producing H2O2 with reducing agent – biochemical, NIH compound library profiling, artefact control for MLSCN library redox annotation, primary screen; AID 878; 200,000 compounds, 0.03% hits; DTT-dependent redox cycling H2O2, phenol red/HRP absorbance; 100% = 100 µM peroxide control, 0% = buffer; activation, % at 10 µM;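 active = activation of at least 50% relative to the plate's high and low controls in the primary single-dose screen; inactive = activation below 50%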;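 note: compound incubated with DTT at 0.8 mM final as the reducing agent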
# * hit, by the source's call; · = not tested or not shown.
SMILES,Hsp70 act,STAT1 activator,APP transl inh,G6PDH CS,Efa HMGR inh,APP 5'UTR act,FLuc stim CS,NF-kB neuron act,FLuc inhib CS,Redox H2O2 prof
O=C(Nc1ccccn1)c1csc2c1CCCC2,0.5,137*,-133,10,1,133,0.6,3.9*,44,-0.4
CC(C)Nc1ncnc2c1cnn2-c1ccc(Cl)cc1,-0.5,93,-155,-2,2,155*,0.4,1.1,64*,-0.8
CC(=O)c1cc(-c2ccc(F)cc2)n(CCC(=O)NC(C)(C)C)c1C,-0.1,101,11,2,3,-11,1,1.1,-4,-0.4
CCOC(=O)c1cc(OC(=O)c2ccccc2Br)n(-c2ccccc2)n1,-0.2,94,·,10,2,·,1.1,1.2,-5,1.1
CC(C)c1cc(CN2CCN(C3CCCC3)C(CCO)C2)[nH]n1 (configuration not stated),-0.1,97,12,5,-9,-12,1,1,-1,-1.4
COc1ccc(S(=O)(=O)CCc2nnc(NC(=O)c3cccs3)s2)cc1,-0.2,101,-15,-1,6,15,1,1.1,-2,0.0
Cc1csc(N2CCc3ccccc32)n1,0.1,106,-21,-6,-4,21,0.9,1.2,5,1.7
O=C(CSc1nnc2ccccn12)NNC(=O)c1ccc(F)cc1,-0.3,92,1,0,-6,-1,1.1,1.1,-6,-0.2
CC1Cc2ccccc2N1C(=O)Cc1cccs1 (configuration not stated),0.0,92,-13,3,2,13,1,1.3,-4,-0.4
O=C(CSc1ccc2nnc(-c3ccccn3)n2n1)NCc1ccc2c(c1)OCO2,-0.1,104,5,-3,1,-5,1,2.3,-4,-0.1
CN(C)S(=O)(=O)c1cccc(NC(=O)CCNC(=O)c2ccccc2Cl)c1,-0.2,99,12,19,-3,-12,1,1,1,0.3
Cc1nn(C2CCS(=O)(=O)C2)c(Cl)c1/C=C/C(=O)OCC(=O)N(C)C (configuration not stated),-0.3,92,-36,4,-7,36,1,0.96,-1,-1.9
Cn1c(SCC(=O)N2CCN(c3ccccc3)CC2)nnc1-c1c[nH]c2ccccc12,-0.2,94,·,10,-5,·,1,0.65,-1,-2.1
CC(O)[C@@H](C(=O)N1CCNCC1)n1cc(CCCCN)nn1 (some centres not stated),0.0,97,-33,7,5,33,1.1,1,-8,-1.4
CC(C)C(OC(=O)c1ccco1)C(=O)NCc1ccco1 (configuration not stated),0.3,100,-24,-4,0,24,1.1,1,-9,-2.9
O=C(c1cccc(N2C(=O)C3C4C=CC(C4)C3C2=O)c1)N1CCN(c2ccccc2)CC1 (configuration not stated),-0.2,98,-2,4,2,2,1.1,0.97,-6,0.0
O=C(COC(=O)Cn1cnc2ccccc21)NCCC1=CCCCC1,-0.3,104,1,4,2,-1,1.1,1.1,-8,-0.9
COc1ccc(C2c3sc(=O)[nH]c3SC3C(=O)N(c4ccccc4)C(=O)C32)cc1 (configuration not stated),0.0,98,-3,-12,-2,3,1,1.3,-4,-0.4
CCOC(=O)c1ccc(N2C(=O)c3n[nH]c(C)c3C2c2ccc(O)cc2)cc1 (configuration not stated),0.7,95,-18,1,-1,18,1,1.2,-5,-0.6
CN(C)/C=N/c1c(C#N)cnn1C,-0.3,98,-8,8,-7,8,1.1,1.3,-7,-1.7
COC(=O)c1ccccc1NC(=S)NC(=O)c1ccccc1,-0.3,108,-11,9,0,11,1.1,0.91,-6,2.3
COc1ccccc1N=C1SC(C)CN1C(=O)C1CCC1 (configuration not stated),-0.4,104,6,9,5,-6,1,0.77,-2,-0.1
CS(=O)(=O)N(CC(=O)N1CCc2ccccc2C1)Cc1ccc(Cl)cc1,-0.3,94,-1,6,0,1,1,0.92,-2,0.2
O/N=C1/C2C3C(Br)C4C5CC(C1C53)C24 (configuration not stated),-0.2,101,2,1,-1,-2,1,1.2,-2,-0.5
C#CCn1c(=NC(=O)CN2C(=O)CCC2=O)sc2cc(S(N)(=O)=O)ccc21,-0.2,96,6,3,-7,-6,1,0.99,-4,0.0
O=C(Cc1n[nH]c(=O)[nH]c1=O)N/N=C/c1ccccc1O,0.1,98,11,6,-1,-11,1,1.6,-5,-3.2
O=C1C(Cl)=C(NC2CCCCC2)C(=O)N1Cc1ccccc1,-0.1,89,-22,2,1,22,1,1.1,-4,0.4
CCCNC(=O)NC(=O)COC(=O)c1ccc(OC)c(S(=O)(=O)N2CCCc3ccccc32)c1,-0.3,88,1,-4,-3,-1,1.1,0.73,-10,3.4
CCCC(c1nnnn1CC1CCCO1)N1CCN(c2nc3ccccc3s2)CC1 (configuration not stated),-0.1,106,9,0,-12,-9,1,0.84,-1,-0.4
COc1ccc(C(=O)NNC(=O)c2ccc(S(=O)(=O)N3CCCCC3)cc2)cc1,-0.2,93,-5,11,-4,5,1,1.1,-4,-0.1
COc1ccccc1CCNC(=O)c1cc(-c2ccncc2)nc2ccc(Br)cc12,-0.5,102,-2,25,-4,2,1.1,1.2,-7,-1.0
O=C(CSc1nnc(NC(=O)c2ccco2)s1)Nc1ccc(F)cc1,-0.1,101,27,8,-6,-27,0.8,1.1,16,1.9
Cc1ccccc1CSc1nsc(N)n1,-0.1,102,-9,13,-7,9,1.1,1.2,-6,1.3
Cc1noc(C)c1CSc1nnc(-c2ccccc2)n1Cc1ccco1,-0.5,102,-1,-3,0,1,1,1.6,0,1.8
CCOc1cc(S(=O)(=O)N2CCC(c3nc4ccccc4s3)CC2)c(OCC)cc1S(=O)(=O)N1CCCCC1,-0.3,108,4,7,2,-4,1.1,1.3,-9,1.8
O=C(Cn1c(=O)oc2ccccc21)Nc1ccccc1N1CCOCC1,0.2,93,-3,8,-4,3,1.1,1.4,-8,-0.7
Cc1cc2ccccc2c(=O)n1CC(=O)N1CCN(c2cccc(Cl)c2)CC1,-0.3,104,2,-5,0,-2,1,0.91,2,5.1
O=C(NCc1ccco1)c1ccccc1NC(=O)C1CC(=O)N(c2ccc(Cl)cc2)C1 (configuration not stated),-0.1,100,-13,-2,-5,13,1.1,0.67,-7,0.5
CC1(N2CCOCC2)C(=O)c2ccccc2C1=O,-0.3,98,-12,10,-3,12,1.1,1.1,-8,0.2
Cc1nn(Cc2ccc(F)cc2)c(C)c1NC(=O)c1cnn2cccnc12,-0.3,95,-38,3,-4,38,1.1,1.4,-8,1.1
CC(C)(C)c1cc(C(=O)N/N=C/c2ccco2)n[nH]1,0.1,106,-48,-13,-3,48,0.7,1.7,35,0.0
CCOc1cc(NC(=S)Nc2ccccc2OC)c(OCC)cc1NC(=O)c1ccccc1C,0.0,87,20,6,-5,-20,1,0.91,-4,1.1
CCc1c(C)c2cc(Cl)c(O)c(CN(C)C)c2oc1=O,-0.2,100,-13,-5,0,13,1.1,1.1,-9,-0.5
O=C1c2ccccc2C(O)(Cc2ccccc2)N1c1ccc2c(c1)OCO2 (configuration not stated),-0.2,107,-7,-15,-1,7,1,1.2,-2,0.2
CSc1nsc(SCc2cnc(C)nc2N)n1,0.2,106,-17,12,1,17,1,1,0,0.1
COc1ccc(C2CC(=O)C3=C(C2)Nc2ncnn2C3c2ccccc2C)c(OC)c1 (configuration not stated),-0.1,102,-28,10,-2,28,1.1,0.89,-7,-0.4
Cc1cc(C)n(C(=O)c2ccc(Cl)c(F)c2F)n1,0.6,105,-2,6,-3,2,1,0.94,-3,-0.3
CCOC(=O)C1C(=O)CC(C)(O)C(C(=O)OCC)C1c1ccc(F)cc1 (configuration not stated),-0.2,100,1,14,-3,-1,1.1,1.2,-9,0.2
COc1ccccc1C(=O)NCC1(c2ccccc2)CCCC1,-0.1,101,-17,9,-4,17,1,0.97,-4,-0.1
COc1ccc(-c2[nH]ncc2CNCCc2ncccc2C)cc1F,0.0,104,-18,14,-3,18,1,1,-2,6.4
O=C(CN1CCN(c2ccccc2O)CC1)Nc1ccc([N+](=O)[O-])cc1Br,-0.3,101,-4,-6,-2,4,1,1.1,-1,-0.8
O=C(c1ccccc1[N+](=O)[O-])N1CCN(Cc2ccc3c(c2)OCO3)CC1,-0.1,94,-2,15,-3,2,1.1,1.2,-5,-0.6
O=[N+]([O-])c1cc(C(F)(F)F)ccc1N1CCCNCC1,0.3,105,-5,11,-2,5,1,0.97,2,1.0
COc1ccc(OC)c2sc(NC(=O)C3=COCCO3)nc12,-0.3,103,10,7,-6,-10,0.9,1.1,8,0.6
COc1ccc(NC(=O)CSc2nc3c(c(-c4cccs4)c2C#N)CN(C)CC3)cc1OC,0.1,100,-18,14,1,18,1.1,1,-11,2.2
COc1ccc2c(c1)C(C)=CC(C)(C)N2C(=O)CSc1nnc(-c2ccc(C)cc2)o1,-0.4,98,1,-28,-2,-1,1.1,1,-9,1.9
O=C(CSc1ncn(-c2ccccc2)n1)N1CCc2ccccc21,-0.3,100,28,-28,-4,-28,1,1.2,-4,0.2
Cc1ccccc1C1=N/C(=C/c2cccs2)C(=O)O1,-0.3,98,-8,4,-4,8,0.2,1.5,85*,0.1
COC(=O)C1CCN(C(=O)c2ccccc2NC(C)=O)CC1,0.4,100,4,9,0,-4,1.1,1.2,-6,-0.2

# 12 entries from above in another layout.
SMILES	Hsp70 act	STAT1 activator	APP transl inh	G6PDH CS	Efa HMGR inh	APP 5'UTR act	FLuc stim CS	NF-kB neuron act	FLuc inhib CS	Redox H2O2 prof
O=C1c2ccccc2C(O)(Cc2ccccc2)N1c1ccc2c(c1)OCO2 (configuration not stated)	-0.2	107	-7	-15	-1	7	1	1.2	-2	0.2
CSc1nsc(SCc2cnc(C)nc2N)n1	0.2	106	-17	12	1	17	1	1	0	0.1
COc1ccc(C2CC(=O)C3=C(C2)Nc2ncnn2C3c2ccccc2C)c(OC)c1 (configuration not stated)	-0.1	102	-28	10	-2	28	1.1	0.89	-7	-0.4
Cc1cc(C)n(C(=O)c2ccc(Cl)c(F)c2F)n1	0.6	105	-2	6	-3	2	1	0.94	-3	-0.3
CCOC(=O)C1C(=O)CC(C)(O)C(C(=O)OCC)C1c1ccc(F)cc1 (configuration not stated)	-0.2	100	1	14	-3	-1	1.1	1.2	-9	0.2
COc1ccccc1C(=O)NCC1(c2ccccc2)CCCC1	-0.1	101	-17	9	-4	17	1	0.97	-4	-0.1
COc1ccc(-c2[nH]ncc2CNCCc2ncccc2C)cc1F	0.0	104	-18	14	-3	18	1	1	-2	6.4
O=C(CN1CCN(c2ccccc2O)CC1)Nc1ccc([N+](=O)[O-])cc1Br	-0.3	101	-4	-6	-2	4	1	1.1	-1	-0.8
O=C(c1ccccc1[N+](=O)[O-])N1CCN(Cc2ccc3c(c2)OCO3)CC1	-0.1	94	-2	15	-3	2	1.1	1.2	-5	-0.6
O=[N+]([O-])c1cc(C(F)(F)F)ccc1N1CCCNCC1	0.3	105	-5	11	-2	5	1	0.97	2	1.0
COc1ccc(OC)c2sc(NC(=O)C3=COCCO3)nc12	-0.3	103	10	7	-6	-10	0.9	1.1	8	0.6
COc1ccc(NC(=O)CSc2nc3c(c(-c4cccs4)c2C#N)CN(C)CC3)cc1OC	0.1	100	-18	14	1	18	1.1	1	-11	2.2

# This is a random part of the collection (roughly 5.3% active in at least one column).
